High-throughput results as filed in PubChem.
HKDC1 inhibitor – blocks human hexokinase HKDC1 activity; Q2TB90; recombinant HKDC1, G6PDH/diaphorase resazurin coupled fluorescence; inhibition, % at 20 µM; 340,000 compounds, 0.16% hits; AID 493160;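 active = inhibition above about 35% when tested at 20 µM, limit read from the data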;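 also: plate controls were DMSO wells with enzyme for no effect and DMSO wells lacking enzyme for full effect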
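Material: recombinant HKDC1 hexokinase; Amount: HKDC1 at 5 µg/mL; Medium: Tris pH 8.0 buffer with MgCl2, Tween-20, BSA, BME; Schedule: 90 min reaction incubation at room temperature, dark; Technique: coupled resazurin fluorescence, excitation 525 nm, emission 613 nm.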
Jurkat NFkB inh – lowers PMA/ionomycin-induced NF-kB signal in Jurkat cells; inhibition, % at 4 µM; PMA/ionomycin-induced NF-kB luciferase reporter, luminescence; 330,000 compounds, 0.53% hits; AID 435003
UBC13 polyUb – blocks human UBC13 polyubiquitin chain formation. P61088. TR-FRET. inhibition, % at 20 µM. 330,000 compounds, 0.47% hits. AID 485273; in the data active = inhibition above about 45%, passing the limit was not always enough
Target sequence (P61088 whole entry, looked up): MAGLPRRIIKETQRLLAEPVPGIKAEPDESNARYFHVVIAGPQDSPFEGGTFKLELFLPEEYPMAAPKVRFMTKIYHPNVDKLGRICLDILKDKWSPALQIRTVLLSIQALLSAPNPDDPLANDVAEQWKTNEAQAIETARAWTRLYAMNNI
SENP7 inh – inhibitors of human SENP7 protease; recombinant SENP7, Z-RLRGG-aminoluciferin luminescence, 40 min; Q9BQF6; 330,000 compounds, 1.5% hits; inhibition, % at 5 µM;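 active = inhibition above about 50% at the single test dose, limit read from the data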;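 also: plate controls were DMSO with enzyme for no effect and no enzyme buffer wells for full effect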
Target sequence (Q9BQF6 706-1050 limits assumed): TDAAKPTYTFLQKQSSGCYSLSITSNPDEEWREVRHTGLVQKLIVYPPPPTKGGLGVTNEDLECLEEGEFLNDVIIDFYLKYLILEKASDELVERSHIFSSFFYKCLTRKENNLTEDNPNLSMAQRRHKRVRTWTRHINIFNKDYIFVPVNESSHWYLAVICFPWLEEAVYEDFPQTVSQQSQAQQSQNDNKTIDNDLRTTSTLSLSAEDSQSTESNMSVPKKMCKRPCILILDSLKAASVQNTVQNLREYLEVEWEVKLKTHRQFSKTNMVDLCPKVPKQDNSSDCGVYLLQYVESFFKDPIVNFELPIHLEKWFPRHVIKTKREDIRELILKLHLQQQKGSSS
697 NFkB inh – lowers PMA/ionomycin-induced NF-kB signal in 697 B cells; 697 B-cell NF-kB luciferase reporter, 16 h; inhibition, % at 4 µM; 330,000 compounds, 0.33% hits; in the data active = inhibition above about 35%
SENP8 block – inhibitors of human SENP8 protease; 330,000 compounds, 1.2% hits; purified SENP8, Z-RLRGG-aminoluciferin cleavage, luminescence; inhibition, % at 10 µM; Q96LD8
Target sequence (Q96LD8 whole entry, looked up): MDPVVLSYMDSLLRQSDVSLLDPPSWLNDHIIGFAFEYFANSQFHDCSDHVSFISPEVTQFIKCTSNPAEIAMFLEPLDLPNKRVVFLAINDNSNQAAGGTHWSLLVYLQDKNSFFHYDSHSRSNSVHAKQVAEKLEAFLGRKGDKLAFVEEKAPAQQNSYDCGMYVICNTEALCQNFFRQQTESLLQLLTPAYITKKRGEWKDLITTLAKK
Gli-Sufu antag – Gli-Sufu pathway antagonism. Sufu-KO-LIGHT fibroblasts, Gli luciferase reporter luminescence. inhibition, % at 5 µM. 340,000 compounds, 0.74% hits. AID 588413;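 active = inhibition above about 55%, limit read from the data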;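 also: 0% = DMSO-treated cells and 100% = wells with medium but no cells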
Apaf1 inhib – human Apaf-1 inhibition; O14727; reconstituted apoptosome caspase-3 activity, DEVD-Rh110 fluorescence; inhibition, % at 20 µM; 330,000 compounds, 0.71% hits; AID 489030; active = inhibition of at least 40% at 20 µM;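 also: plate controls were DMSO wells for no effect and DEVD-CHO caspase inhibitor wells for full effect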
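Material: cell-free apoptosome with Apaf-1, procaspase-3 and caspase-9; Buffer or medium: Hepes pH 7.5 with detergent and BSA; Reagent: cytochrome c trigger plus (Z-DEVD)2-Rh110 caspase-3 substrate; Times: compound with Apaf-1, dATP, procaspase-3 30 min, then 50 min reaction, room temperature; Technique: Rh110 fluorescence intensity.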
* hit, by the source's call; nt = no result given. Rule as the data show it, unless noted: active = inhibition above about 50%; inactive = the rest.

SMILES	HKDC1 inhibitor	Jurkat NFkB inh	UBC13 polyUb	SENP7 inh	697 NFkB inh	SENP8 block	Gli-Sufu antag	Apaf1 inhib
CCOc1ccc(N2C(=O)CC(NCC#N)C2=O)cc1 (stereo not given)	-6	-2	-7	-16	-15	-1	-4	-3
Cc1c(CC=C(Cl)Cl)c(=O)[nH]c2c(C)cccc12	-10	9	6	-1	-3	-1	-7	11
COC(=O)c1[nH]c2cc(OC)ccc2c1NC(=O)c1c(F)cccc1F	6	0	3	-8	17	-2	3	-25
CCOC(=O)/C=C(\C)N1N=C(c2ccccc2)CC1c1ccccc1 (stereo not given)	-4	-73	8	21	-81	21	-12	3
CCOC(=O)C1(CC2CC2)CCN(C(=O)c2cc(OC)nc3ccccc23)CC1	-5	-14	2	4	5	6	3	4
Cc1cccc[n+]1CCCCCCCCCC[n+]1ccccc1C	-14	6	13	-10	11	-5	19	3
CC(C)OCCCNC(=O)C1CCC(=O)N1C1CCCC1 (stereo not given)	-16	13	2	-2	22	0	-1	-10
CCCc1cc(=O)oc2cc(OCC(=O)NCc3ccccn3)ccc12	1	10	-4	-3	-1	2	4	3
O=S(=O)(N=C(NS(=O)(=O)c1ccc(Cl)cc1)c1ccccc1)c1ccc(Cl)cc1	-1	2	0	1	-1	9	3	2
Cc1ccc(CN2C(=O)CSC2c2cccnc2)cc1 (stereo not given)	0	8	7	6	0	3	8	-6
Cc1cc(C)nc(Nc2ncn[nH]2)n1	nt	4	3	-6	0	1	nt	-20
COc1ccc(NS(=O)(=O)c2cccc(C(=O)NCCCN3CCOCC3)c2)cc1	6	-15	0	-2	-4	-1	3	-1
Cn1ncc(N=Cc2ccc([N+](=O)[O-])cc2)c1C(=O)N1CCOCC1	-3	-5	-4	-1	-17	5	-1	0
COc1ccc(C(=O)CSc2nc(C)cc(=O)[nH]2)cc1C	1	-17	4	-2	-7	4	1	1
COc1ccc(NC(=O)c2ccccc2CC[N+](=O)[O-])cc1	-8	14	7	-4	4	-7	-2	0
C=CCc1c(C)nc(C)nc1N/N=C/c1ccc(F)cc1	-6	4	-9	2	4	-7	1	3
Cc1ccc(/C=C/c2onc(C)c2S(=O)(=O)N2CCC(C(=O)N3CCCCC3)CC2)cc1	-1	18	4	4	14	6	1	29
O=C(NCc1ccccc1C(F)(F)F)C1CC(c2cc(C(F)(F)F)cc(C(F)(F)F)c2)=NO1 (stereo not given)	5	-14	0	3	-3	-9	-7	-3
COc1ccc(/C=N/OCC(=O)Nc2ccc3c(c2)OCO3)c(OC)c1	-3	8	4	-6	-1	-2	-1	-14
COC(=O)CSc1nnc(-c2ccc3c(c2)OCO3)n1C	-2	0	3	3	1	1	19	-3
CCOC(=O)c1c(NC(=O)C(C)N2CCN(C(=O)c3ccco3)CC2)sc2c1CCCC2 (stereo not given)	-2	9	-5	-2	-16	-5	10	22
COc1cc(/C=N/N=C(/N)c2nonc2N)cc(Br)c1OCc1ccccc1C	4	0	-5	3	-5	4	1	7
Clc1ccc2scc(CN3CCCC3)c2c1	3	-3	2	10	-1	0	9	19
COc1cccc(OC)c1OCCOc1ccc(C(=O)c2ccccc2)cc1	6	1	9	-9	-2	-14	-4	14
COc1ccc(C2C(C(=O)N3CCC(C)CC3)c3ccccc3C(=O)N2C)cc1 (stereo not given)	-2	6	12	-1	31	-3	5	0

An excerpt from above in order of their number in Jurkat NFkB inh, descending:
compound	Jurkat NFkB inh
CC(C)OCCCNC(=O)C1CCC(=O)N1C1CCCC1 (stereo not given)	13
COC(=O)CSc1nnc(-c2ccc3c(c2)OCO3)n1C	0
O=C(NCc1ccccc1C(F)(F)F)C1CC(c2cc(C(F)(F)F)cc(C(F)(F)F)c2)=NO1 (stereo not given)	-14

Next section:
SMILES	HKDC1 inhibitor	Jurkat NFkB inh	UBC13 polyUb	SENP7 inh	697 NFkB inh	SENP8 block	Gli-Sufu antag	Apaf1 inhib
O=C(COC(=O)c1ccccn1)NC12CC3CC(CC(C3)C1)C2	0	-13	5	1	22	-2	-5	-4
CCCCN1C(N)=NC[C@@H]1C(C)O (stereo not given in full)	-9	4	-1	-10	30	-5	-7	-4
Cc1ccc(-c2ccc(S(=O)(=O)N3CC(C)OC(C)C3)cc2)cc1 (stereo not given)	3	-3	-5	-5	-21	4	-2	-2
Cc1ccc(S(=O)(=O)NNC(=O)c2cnn(-c3ccccc3)c2-n2cccc2)cc1	2	-3	3	10	7	3	9	12
CCNC(=O)C(=O)NCC(c1cccs1)S(=O)(=O)c1ccc(C)cc1 (stereo not given)	-5	-3	-7	-12	-21	-5	52	5
CCOc1ccc(NC(=O)[C@H](C)NC(=O)C2CC(=O)N(c3ccc(OC)cc3)C2)cc1 (stereo not given in full)	1	-3	-3	-17	3	1	-16	2
O=C1ON=C(c2ccccc2)/C1=C/c1ccccc1	8	4	-2	-4	-1	7	-16	-16
Cc1ccccc1NC(=O)Nc1cccs1	3	-9	-3	-6	4	-13	-3	-1
CCC(=O)N1CCc2cc(S(=O)(=O)NCCC(=O)Nc3ccc(OC)cc3)ccc21	-5	-3	4	0	9	10	16	-6
Cc1ccc(NC(=O)CSCC(=O)Nc2cc(Cl)ccc2N2CCOCC2)cc1	-2	19	7	9	12	3	17	17
Cc1cc(N2CCOCC2)nc(SCc2ccc(Cl)cc2Cl)n1	12	-23	-9	-13	-53	-16	21	18
COc1ccc(NC(=O)C2C3C=CC4(O3)C2C(=O)N(CCCN2CCCCC2)C4C(=O)NC2CCCC(C)C2C)cc1 (stereo not given)	-5	-33	-2	-7	-23	-4	-12	6
CCCCc1c(O)nc(SCC(=O)c2ccccc2)n(-c2ccccc2C)c1=O	-1	1	-4	8	-1	4	4	-6
COc1ccc(Cn2c(SCc3ccc(C)cc3)nc3cc(OC)c(OC)cc3c2=N)cc1Cl	-2	64*	38	-4	15	-7	30	1
O=C(NCc1cccnc1)c1cc(-c2ccccc2)on1	-5	-22	5	4	-27	-13	-11	-12
CCCCC1=CC2=CC(=O)C(C)(OC(=O)CCC(=O)OC)C(=O)C2=CO1 (stereo not given)	nt	-4	-56	-9	6	-3	nt	4
Cc1cc(C)c(C(=O)COC(=O)c2ccc([N+](=O)[O-])o2)cc1C	-2	-22	-5	2	-2	-10	1	22
Cc1cccc2cc(CNCc3ccccc3)c(Cl)nc12	6	5	2	-6	-9	-8	4	0
O=C(O)c1ccccc1N(c1ccccc1)c1ccccc1	8	16	3	11	3	5	1	16
C[C@H]1CN([C@@H](C)CO)C(=O)c2cccc(NC(=O)c3cnccn3)c2O[C@@H]1CN(C)C(=O)Nc1ccc2c(c1)OCO2	-4	-3	-2	-1	15	8	-10	1
Cc1ccc(S(=O)(=O)N(CC(=O)N/N=C/c2cccc3c2OCCO3)c2ccccc2F)cc1	3	5	-8	-7	4	-3	-21	16
CCN(C(C)=O)c1nc(CSc2nnc(NC(C)C)s2)cs1	-4	-10	-16	-9	14	-6	10	2
CCOC(=O)N1CCN(CC(=O)Nc2cc(OCC)ccc2OCC)CC1	-1	5	3	-4	1	4	5	3
Cc1ccc(S(=O)(=O)N(C)C)cc1NC(=O)COC(=O)c1ccc2ccccc2n1	-3	17	7	-3	20	0	0	-12
Cc1c(NC(=O)C2C3C=CC(C3)C2C(=O)O)c(=O)n(-c2ccccc2)n1C (stereo not given)	-13	-3	-3	-2	2	7	2	-10

Jurkat NFkB inh: entries above that show a hit
Structure | HKDC1 inhibitor | Jurkat NFkB inh | UBC13 polyUb | SENP7 inh | 697 NFkB inh
COc1ccc(Cn2c(SCc3ccc(C)cc3)nc3cc(OC)c(OC)cc3c2=N)cc1Cl | -2 | 64* | 38 | -4 | 15

Further entries:
SMILES	HKDC1 inhibitor	Jurkat NFkB inh	UBC13 polyUb	SENP7 inh	697 NFkB inh	SENP8 block	Gli-Sufu antag	Apaf1 inhib
CC1=NN(C(=O)COc2ccc(C)c(C)c2)C(O)(c2ccc(Cl)cc2)C1 (stereo not given)	-7	-8	2	6	-28	-6	10	18
CCOC(=O)Cc1csc(SCc2nc3ccccc3c(=O)[nH]2)n1	5	-2	1	8	2	3	1	-6
COc1ccc(C2c3ccc4ccccc4c3Oc3ncn(CCCO)c(=N)c32)cc1OC (stereo not given)	-1	37	7	11	-11	-11	0	-3
CCCN(CC1CC1)C(=S)Nc1ccc(C(C)=O)cc1	-5	-6	-10	-2	-3	12	-15	0
c1ccc(-c2ccn3nnnc3n2)cc1	3	-12	0	-3	17	5	9	-6
CN1CCN(C(=O)c2ccc3c(c2)N(Cc2ccc(F)cc2)C(=O)c2ccccc2S3=O)CC1 (stereo not given)	-2	-12	7	-3	5	0	1	9
CN(C)C(CNC(=O)c1ccc(S(=O)(=O)NCc2ccco2)cc1)c1ccccc1 (stereo not given)	-3	-19	-8	-5	-10	-1	-2	6
Cc1ccc(S(=O)(=O)N2CCOCC2)cc1NC(=O)CSc1nnc2n1CCCCC2	-6	8	-5	2	6	5	-2	-2
Cn1cc[n+](C)c1COc1ccc(C=O)cc1	0	8	0	1	-6	-1	-15	-6
CCc1nc2cc3sc(CC)nc3cc2s1	-2	-99	3	11	-75	0	-97	-18
COc1ccccc1C1SCCN1S(=O)(=O)c1cccc(C(F)(F)F)c1 (stereo not given)	1	-16	2	6	-38	1	14	-1
C=CCOc1ccc2nc(NC(=O)OC)[nH]c2c1	-3	72*	4	5	-1	1	0	-8
O=C(NCc1cccnc1)c1ccc([N+](=O)[O-])cc1	-3	-3	-10	-6	-9	-11	-22	3
Cc1ccc(S(=O)(=O)NCCc2c[nH]c3ccccc23)cc1	1	12	13	1	6	1	2	4
COc1cc(OC)cc(-c2c(C#Cc3ccsc3)c3cc(-c4ccc(OC)cc4F)ccc3n2C)c1	-3	-6	29	-16	-3	-7	-2	19
CCOc1ccc(-n2ccnc2SCC(=O)Nc2nnc(C)s2)cc1	-6	-15	-2	-5	-5	-2	1	-9
CCC(C)[C@H]1CNC(=S)N1CCc1cccc2ccccc12 (stereo not given in full)	2	8	10	-14	1	5	6	16
Cn1c(=O)[nH]c2c(Cl)nccc21	-2	1	-7	0	9	-6	-6	-7
CSc1ccccc1NC(=O)c1cc2ncc(Br)cn2n1	1	-90	22	7	-100	-5	-51	9
COc1ccc(C2=NN(Cc3c(F)cccc3Cl)C(=O)CC2)cc1	-9	-5	12	1	-1	-3	3	-5
COc1ccc(NC(=O)C2CCCN(C(=O)Nc3ccc(F)cc3)C2)cc1 (stereo not given)	-6	-6	3	5	6	-1	19	9
CC1CCCCN1Cc1ccc(N)cc1 (stereo not given)	-4	11	1	5	13	0	8	3
Cc1cccc(C(=O)N2CCc3ccccc3C2)c1[N+](=O)[O-]	0	-23	-18	-4	-33	0	-18	10
CSc1oc(-c2ccc(F)cc2)nc1S(=O)(=O)c1ccc(F)cc1	-1	-3	-2	-6	-8	-16	18	16
Cc1ccc(C(=O)N2CCC(n3nccc3NC(=O)Nc3cccc(F)c3)CC2)cn1	-2	-6	3	7	0	5	-2	-16
O=C(c1ccco1)N1CCN(C(=O)N2CCCCC2)CC1	-6	-4	-5	-4	15	-5	nt	-18
Oc1ccc(Cl)cc1C1=NCCNC(C(F)(F)C(F)F)=C1	0	-3	-1	3	9	0	3	-1

Entries of single compounds, quoted from the list. Order of values: HKDC1 inhibitor, Jurkat NFkB inh, UBC13 polyUb, SENP7 inh, 697 NFkB inh, SENP8 block, Gli-Sufu antag, Apaf1 inhib
Cc1ccccc1NC(=O)Nc1cccs1 as listed: 3, -9, -3, -6, 4, -13, -3, -1
CCOc1ccc(NC(=O)[C@H](C)NC(=O)C2CC(=O)N(c3ccc(OC)cc3)C2)cc1 (stereo not given in full) as listed: 1, -3, -3, -17, 3, 1, -16, 2
